# KKLEB tox: cytotoxicity in KKLEB CF airway cells, primary screen, cytotoxicity control for CF NF-kB inhibitor project, cell-based, uHTS, fluorescence assay plates | KKLEB CF airway cells viability, ATPlite luminescence, overnight; hits give low values; cells stimulated with P. aeruginosa culture filtrate | activity change (cytotoxicity), % at 5 µM | 0.36% of 360,000 active | AID 602141, 2011;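 active = corrected activity change at or below -50% at 5 µM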
# NR2E3 ag-1: inhibitors of NR2E3-RetCOR corepressor binding, primary screen, NR2E3 agonist project, biochemical, TR-FRET, GST-NR2E3, biotin-RetCOR; Photoreceptor-specific nuclear receptor (Homo sapiens), Q9Y5X4; 0.12% of 320,000 active; 1536-well; AID 2300, 2010; inhibition of corepressor binding, % at 4.78 µM;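 active = percent inhibition above the cutoff of mean plus 3 SD of all tested compounds, set per screening campaign, cut at about 20% in these data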;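 also: 0% = DMSO wells and 100% = biotin wells as full block of FRET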
# Target sequence (Q9Y5X4 whole entry, looked up): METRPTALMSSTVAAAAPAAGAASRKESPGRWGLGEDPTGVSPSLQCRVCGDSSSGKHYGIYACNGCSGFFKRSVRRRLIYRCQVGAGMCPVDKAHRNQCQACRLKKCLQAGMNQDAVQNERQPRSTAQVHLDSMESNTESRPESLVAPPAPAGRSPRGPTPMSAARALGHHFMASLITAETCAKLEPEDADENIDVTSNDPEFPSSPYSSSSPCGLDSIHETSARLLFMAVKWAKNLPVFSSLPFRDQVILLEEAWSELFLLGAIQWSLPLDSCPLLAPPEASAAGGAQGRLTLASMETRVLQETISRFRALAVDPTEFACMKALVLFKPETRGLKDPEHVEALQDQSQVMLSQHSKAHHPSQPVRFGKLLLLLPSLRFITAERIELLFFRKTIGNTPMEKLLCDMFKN
#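 System: GST-tagged NR2E3 plus biotinylated RetCOR corepressor; Buffer or medium: pH 7.5 Tris-based buffer; Probe or stimulus: RetCOR corepressor, biotinylated, 7 nM; Doses: compound at 4.8 µM, single dose; Schedule: 5 h incubation at 4 °C; Technique: time-resolved FRET; Evaluation: percent inhibition of TR-FRET ratio; Replication: one well per compound, singlicate testing.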
# Peg3 prom inh: Peg3 promoter-driven luciferase inhibitors, primary screen, cell-based, HeLa, luciferase luminescence | HeLa PEG-Prom luciferase reporter, overnight | 1.7% of 360,000 active | inhibition, % at 20 µM | AID 588405, 2011;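 active = inhibition of at least 50% at 20 µM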
# CF NFkB inh: inhibitors of PAF-induced NF-kB signaling, primary screen, cell-based, GFP fluorescence, uHTS | KKLEB NF-kB-GFP reporter, GFP fluorescence overnight | inhibition, % at 5 µM | AID 588850, 2011 | 0.86% of 360,000 active;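 active = at least 50% inhibition at 5 µM, scaled per plate between neutral and stimulator controls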;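 also: PAF is a Pseudomonas aeruginosa culture filtrate used as stimulus; plate controls were PAF-stimulated DMSO wells for no effect and unstimulated DMSO wells for full effect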
# MITF TRPM1 inh: inhibitors of MITF-dependent TRPM1 promoter reporter, primary screen, cell-based, SK-MEL-5, single point, luciferase; SK-MEL-5 TRPM1 promoter luciferase, 24 h; inhibition, % at 12.5 µM; 0.83% of 330,000 active; AID 488899, 2010;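 active = mean inhibition across replicates of 60% or more, whatever share of single replicates reaches that level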; also: values of inactives mirror those of a sister screen read the other way
# Shn3 3UTR inh: reduction of Shn3 3'UTR firefly luciferase signal, primary screen, Schnurri-3 inhibitor project, cell-based, Clone20 osteoblasts, set 2; 0.52% of 360,000 active; Clone20 osteoblast Shn3 3'UTR firefly luciferase, 24 h; inhibition, % at 12.5 µM;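 active = mean inhibition of at least 75% with every replicate also reaching 75%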;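 also: 0% = median of neutral control wells and 100% = pilot-screen positive control compound; some compounds past the cut are filed as inactive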
# HIF-2a block: HIF-2a reporter inhibitors, primary screen, luminescence, 786-0 RCC cells; inhibition, % at 18.8 µM; AID 624352, 2012; 0.72% of 360,000 active; 786-0 RCC cells HIF-2a reporter, luciferase luminescence, overnight;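 active = inhibition of the luminescence signal of 40% or more relative to plate controls, in a single-dose primary screen at 18.75 µM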
# C8 TRAIL sens: viability loss with TRAIL in NB7+C8 cells, primary screen, TRAIL sensitizer project, cell-based, ATPlite luminescence; AID 624354, 2012; inhibition (viability loss, TRAIL sensitization), % at 10 µM; 1% of 360,000 active;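 active = compounds causing at least 50% loss of cell viability in the single-dose screen, relative to plate controls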
# TROY NFkB inh: inhibitors of TROY-driven NF-kB signaling, primary screen, Q293 LMP1-TROYcd cells, NF-kB luciferase, uHTS; Q293 LMP1-TROYcd NF-kB luciferase reporter, 4 h; inhibition, % at 10 µM; 0.98% of 360,000 active;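 active = compounds whose plate-normalised and pattern-corrected inhibition of the luciferase reporter signal at the single screening dose is 50% or more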
# NR2E3 ag-2: NR2E3 agonists in two-hybrid cells, primary screen, cell-based, luminescence, CHO-S, Gal4-NCOR/VP16-NR2E3. Photoreceptor-specific nuclear receptor (Homo sapiens), Q9Y5X4. luciferase. inhibition of corepressor binding, % at 3.98 µM. 0.35% of 360,000 active. AID 602229, 2012;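 active = inhibition above the mean of all tested compounds plus 3 SD, cut at about 70% in these data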;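 also: 0% = DMSO with NR2E3 transfected cells and 100% = cells lacking NR2E3 construct; higher means lower luciferase signal from less NR2E3 corepressor binding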
# TWEAK-Fn14 inh: inhibitors of TWEAK-Fn14 signaling, primary screen, luciferase reporter cells, uHTS | 2% of 360,000 active | AID 1159606, 2016 | inhibition, % at 10 µM | TWEAK-stimulated Fn14 reporter cells, luciferase luminescence, 8 h; in the data active = inhibition above about 50%
# * marks the source's active call; other numbers are inactive results; . = not tested or not shown. An excerpt; the hit share may differ from the screen's.
SMILES,KKLEB tox,NR2E3 ag-1,Peg3 prom inh,CF NFkB inh,MITF TRPM1 inh,Shn3 3UTR inh,HIF-2a block,C8 TRAIL sens,TROY NFkB inh,NR2E3 ag-2,TWEAK-Fn14 inh
CC[N+]1(C)CCC(O)(c2ccc(OC)cc2)C(C(=O)c2ccc(OC)cc2)C1 (configuration not stated),-20,.,103*,50*,-3,22,14,4,-13,-32,11
CC(C)CNC(=O)c1ccccc1C(=O)NC1(C(=O)NCC(C)C)CCCC1,2,.,8,-9,11,-9,7,-8,-3,-1,-4
COc1cc(NS(=O)(=O)c2ccc(NC(=S)NC(=O)/C=C/c3ccc(F)cc3)cc2)ncn1,3,5,12,-23,2,0,11,13,-13,5,-24
CCOC(=O)C1=CCN(S(=O)(=O)c2ccc(C)cc2)C1c1ccc(CC)cc1 (configuration not stated),-16,.,19,7,.,16,-15,0,-4,21,-2
O=C(COc1ccc(Cl)cc1)NCCN1CCCC1,-5,-1,-6,-7,-4,5,-2,-2,13,3,23
O=C(CSc1nnnn1-c1cccnc1)NCc1cccs1,6,1,10,0,2,1,3,6,-14,-16,1
COc1ccc(CC2CC(=O)N(c3ccc(C)cc3)C2=O)cc1 (configuration not stated),-9,3,11,-1,5,-4,15,4,2,-38,7
CC(C)c1ccc(NC(=O)CN2C(=O)c3ccccc3S2(=O)=O)cc1,6,4,-2,1,0,4,-24,4,-20,-28,10
O=C(NCCC1=CCCCC1)C1CCC(=O)N(Cc2ccc(Cl)cc2)C1 (configuration not stated),10,1,16,-17,-4,-12,4,-7,9,-18,-14
COc1ccc(CCNC(=O)c2cc(COc3c(F)cccc3F)on2)c(OC)c1,-14,-1,-133,26,-54,-14,-159,-23,-20,-63,-55

# 3 entries from above, arranged by the value under MITF TRPM1 inh, smallest number first:
smiles,NR2E3 ag-1,Peg3 prom inh,CF NFkB inh,MITF TRPM1 inh,Shn3 3UTR inh,HIF-2a block,NR2E3 ag-2,TWEAK-Fn14 inh
O=C(COc1ccc(Cl)cc1)NCCN1CCCC1,-1,-6,-7,-4,5,-2,3,23
CC[N+]1(C)CCC(O)(c2ccc(OC)cc2)C(C(=O)c2ccc(OC)cc2)C1 (configuration not stated),.,103*,50*,-3,22,14,-32,11
CC(C)c1ccc(NC(=O)CN2C(=O)c3ccccc3S2(=O)=O)cc1,4,-2,1,0,4,-24,-28,10

# Next section.
SMILES,KKLEB tox,NR2E3 ag-1,Peg3 prom inh,CF NFkB inh,MITF TRPM1 inh,Shn3 3UTR inh,HIF-2a block,C8 TRAIL sens,TROY NFkB inh,NR2E3 ag-2,TWEAK-Fn14 inh
O=C(c1cccc(-c2ccccc2)c1)N1CC[C@@H](N2CCC(O)CC2)[C@H](O)C1,-13,-1,9,6,9,4,8,2,0,-36,-8
C=CCSc1nc2ccccc2n1C(=O)/C=C/c1ccc(OC)c(OC)c1,-42,8,104*,92*,38,98*,-35,31,15,-13,98*
Cc1c(NC(=S)Nc2ccc(Cl)cc2)c(=O)n(-c2ccccc2)n1C,9,-2,-5,-17,6,-4,0,-3,-14,-12,-16
c1ccc(OCCCN2CCCC2)cc1,6,-1,10,8,-1,-2,4,6,18,-8,-13
Cc1nc(-c2ccc(S(=O)(=O)N3CCCCCC3)cc2)cs1,-2,5,-77,3,-25,18,-116,21,-46,-46,-23
Nc1ncnc2c1ncn2C1CCCO1 (configuration not stated),6,0,3,-4,-11,1,-10,-18,-11,-13,-3
Cc1ccc(/C([O-])=C(/C(=S)Nc2ccc(SC(F)F)cc2)[n+]2ccccc2)cc1[N+](=O)[O-],-11,1,-13,-13,8,2,-24,4,29,-10,25
CN1CCN(c2ccc(S(=O)(=O)N3CCOCC3)cc2NC(=O)COc2ccc(F)cc2Cl)CC1,-14,-3,1,26,5,-16,16,-3,-3,-6,-24
CCn1nc(NS(=O)(=O)c2ccc([N+](=O)[O-])cc2)c2cc3cc(C)ccc3nc21,-10,-3,-48,6,-2,-22,-39,3,-18,-16,-16
C/C(=N\NS(=O)(=O)c1ccc([N+](=O)[O-])cc1)c1ccc(NC(=O)c2ccco2)cc1,17,-1,-77,-18,-70,-44,-159,12,-42,-122,10
CC(=O)NCCOC(=O)Nc1sc(=S)n(C)c1C,-12,0,9,8,9,-15,1,-8,13,-14,5
COc1ccc(N=Cc2oc3ccc4ccccc4c3c2O)cc1,-19,5,-209,-21,-39,-62,-228,28,-38,-67,-46
CCC(C)c1ccccc1N=Cc1ccc2c(c1)OCO2 (configuration not stated),5,1,13,-8,11,-4,15,-11,-3,-13,18
CC(C)(C)c1ccc(-n2ncc3c2CCCC3NC(=O)CCn2cncn2)cc1 (configuration not stated),-1,1,2,-1,21,33,7,2,5,25,-10
O=C(Nc1ccc(S(=O)(=O)Nc2nccs2)cc1)c1cnc(Cl)c(Cl)c1,12,1,19,-22,1,-17,5,-14,17,-14,7
COc1ccc(N2C(=O)CC(NNC(=O)c3cccnc3)C2=O)cc1 (configuration not stated),-6,-4,-7,-6,4,3,8,-5,-8,-8,8
CC(C)Oc1ccc(CNC2CCOC(C)(C)C2)cc1 (configuration not stated),4,-1,2,8,-3,-15,-1,-1,6,-4,13
COC(=O)C(Cc1ccccc1)NC(=O)CNC(=O)c1ccccc1OC (configuration not stated),-4,4,4,-6,-6,6,8,11,11,-10,11
O=C(O)CSC1c2ccccc2C(=O)N1Cc1ccccc1 (configuration not stated),11,0,9,3,1,-5,14,18,15,11,-24
CC(=O)Nc1cccc(C(=O)Nc2ccc(S(=O)(=O)NC3=NCCCCC3)cc2)c1,-11,0,5,6,-1,12,15,-15,-6,-26,8
O=c1c([N+](=O)[O-])c(N2CCOCC2)c2ccccc2n1-c1ccccc1,-8,0,13,19,-7,5,9,-4,4,-10,-9
CC12CCC(C(=O)NCC3CCCO3)(OC1=O)C2(C)C (configuration not stated),11,-2,1,-9,1,-6,9,-17,-14,-7,16
Cc1csc(NC(=O)c2nc3nc(C)cc(C)n3n2)n1,7,2,-77,3,-11,-127,-51,8,14,-106,36
COc1ccc(NC(=O)c2cc3c(Cl)nc4ccccc4c3s2)cc1OC,2,2,23,-37,0,-2,-1,12,-2,-18,-37
O=C(Nc1ccc(-c2nc3ccccc3[nH]2)cc1)c1ccco1,-6,4,-137,3,-55,27,-337,40,-19,-96,14
CCOc1ccc2ccccc2c1/C=N/n1cncn1,-1,2,-7,-13,12,10,2,-6,-8,-13,1
NC(=O)c1c(N)sc(=S)n1CC1CCCO1 (configuration not stated),1,-1,-6,5,0,12,6,-9,23,5,-1
COc1cc(C(=O)N2CCN(S(=O)(=O)c3ccc(Cl)cc3)CC2)ccc1OCC(=O)N1CCOCC1,-14,.,-3,-5,-2,1,5,-5,0,9,0
CCCCOC(=O)c1nc[nH]c1C(=O)OCCCC,4,2,2,-7,-16,9,2,4,-19,-17,-4
CC(=O)Nc1ccc(S(=O)(=O)N(C)CC(=O)OCC(=O)N2CCCC2=O)cc1,-4,-4,14,3,2,12,11,4,14,-32,-6
Cc1ccc(C(=O)Nc2ccc(Br)c(C(F)(F)F)c2)cc1,-15,0,-154,48,-89,-29,-301,41,20,-76,40
CC1(C)CC(=O)C=C(C(=O)N2CCCC(CCC(=O)NCc3ccccc3F)C2)O1 (configuration not stated),-4,5,-7,-11,6,3,-13,-28,-8,-29,-4
Cc1[nH]c2ccccc2c1C(=O)CN1C(=O)C(=O)N(Cc2ccco2)C1=O,13,-2,-25,-4,5,-1,-13,-1,-3,-1,0
O=C(NCCCN1CCCC1=O)c1c(O)nc2sccn2c1=O,-9,-2,4,12,2,7,10,-11,-16,-42,16
CCOC(=O)c1c(NC(=O)Cn2cnc([N+](=O)[O-])n2)sc2c1CCCC2,-1,4,29,-7,9,5,18,2,16,8,9
CCC(=O)Nc1c(C)nn(C(=O)CC)c1C,6,7,5,-10,9,-2,2,-4,14,-10,-9
COc1cccc(C(=O)N2CCC(N3CC(C)OC(C)C3)CC2)c1 (configuration not stated),7,1,17,3,-10,2,2,-5,-8,-9,-2
CCOC(=O)c1c(N)sc(C(=O)Nc2ccccc2F)c1C,8,3,-244,-6,-60,-80,-237,45,-52,-138,13
C/C(=N\NC(=O)c1ccccc1)c1ccc(-n2ccnc2)cc1,-13,0,-17,18,-10,-15,-10,-8,-26,-109,-6
CCC(C)NC(=O)c1ccccc1-c1nc2ccccc2[nH]1 (configuration not stated),13,0,13,-17,-6,-16,20,-3,-17,-2,3
COc1ccc(NC(=O)C2CCCCN2S(=O)(=O)c2ccccc2)cc1S(=O)(=O)N1CCOCC1 (configuration not stated),-4,.,21,-4,-2,5,4,-1,13,-29,12
CCOC(=O)C1=CN(c2cccc(F)c2)C=C(C(=O)OCC)C1c1cc(OC)c(O)c([N+](=O)[O-])c1,-3,2,21,17,3,-5,-5,5,0,8,28
CCOc1ccc(S(=O)(=O)N(CC)CC)cc1NS(=O)(=O)c1ccc(F)c(F)c1F,9,3,1,23,9,3,12,2,-15,-4,12
Cc1cc(C)nc(SCc2nnc(SCC(=O)Nc3ccc(C)c(C)c3)n2Cc2ccco2)n1,-6,-2,21,0,12,-13,19,10,-2,-10,-14
CC(C)(C)c1ccccc1NC(=O)C1=COCCO1,11,-1,4,7,-9,-7,9,1,27,-10,7
CSc1nc2cc(S(=O)(=O)N3CCOCC3)ccc2s1,-14,4,12,13,13,-5,3,-2,1,-1,36
Cc1ccc(NS(=O)(=O)c2cc(-c3n[nH]c(=O)c4ccccc34)ccc2C)cc1,-21,0,62*,18,6,31,26,-21,28,-27,35
Cc1cc(-c2cc(C(=O)O)c3ccccc3n2)c(C)s1,10,2,6,-4,-8,11,10,4,-1,3,-7
O=C(NNC(=O)C1CC1)c1ccccc1[N+](=O)[O-],7,.,5,-24,1,-16,10,-7,-8,-9,-4
COc1ccc(NC(=O)c2cc3cccc(OC)c3oc2=Nc2ccc(C(=O)O)cc2)cc1OC,13,.,18,44,-62,18,-11,27,46,-11,83*

# From PubChem BioAssay
